mHTT-CaM PPI inh = mHTT-calmodulin interaction abrogation; P42858; AlphaScreen His-mHTT/GST-CaM binding, luminescence; inhibition, % at 15 µM; actives 3.6% (n = 190,000); AID 1671202;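 further: 0% = both proteins with DMSO and 100% = one protein alone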
Target sequence (P42858 whole entry, looked up, stated change not applied): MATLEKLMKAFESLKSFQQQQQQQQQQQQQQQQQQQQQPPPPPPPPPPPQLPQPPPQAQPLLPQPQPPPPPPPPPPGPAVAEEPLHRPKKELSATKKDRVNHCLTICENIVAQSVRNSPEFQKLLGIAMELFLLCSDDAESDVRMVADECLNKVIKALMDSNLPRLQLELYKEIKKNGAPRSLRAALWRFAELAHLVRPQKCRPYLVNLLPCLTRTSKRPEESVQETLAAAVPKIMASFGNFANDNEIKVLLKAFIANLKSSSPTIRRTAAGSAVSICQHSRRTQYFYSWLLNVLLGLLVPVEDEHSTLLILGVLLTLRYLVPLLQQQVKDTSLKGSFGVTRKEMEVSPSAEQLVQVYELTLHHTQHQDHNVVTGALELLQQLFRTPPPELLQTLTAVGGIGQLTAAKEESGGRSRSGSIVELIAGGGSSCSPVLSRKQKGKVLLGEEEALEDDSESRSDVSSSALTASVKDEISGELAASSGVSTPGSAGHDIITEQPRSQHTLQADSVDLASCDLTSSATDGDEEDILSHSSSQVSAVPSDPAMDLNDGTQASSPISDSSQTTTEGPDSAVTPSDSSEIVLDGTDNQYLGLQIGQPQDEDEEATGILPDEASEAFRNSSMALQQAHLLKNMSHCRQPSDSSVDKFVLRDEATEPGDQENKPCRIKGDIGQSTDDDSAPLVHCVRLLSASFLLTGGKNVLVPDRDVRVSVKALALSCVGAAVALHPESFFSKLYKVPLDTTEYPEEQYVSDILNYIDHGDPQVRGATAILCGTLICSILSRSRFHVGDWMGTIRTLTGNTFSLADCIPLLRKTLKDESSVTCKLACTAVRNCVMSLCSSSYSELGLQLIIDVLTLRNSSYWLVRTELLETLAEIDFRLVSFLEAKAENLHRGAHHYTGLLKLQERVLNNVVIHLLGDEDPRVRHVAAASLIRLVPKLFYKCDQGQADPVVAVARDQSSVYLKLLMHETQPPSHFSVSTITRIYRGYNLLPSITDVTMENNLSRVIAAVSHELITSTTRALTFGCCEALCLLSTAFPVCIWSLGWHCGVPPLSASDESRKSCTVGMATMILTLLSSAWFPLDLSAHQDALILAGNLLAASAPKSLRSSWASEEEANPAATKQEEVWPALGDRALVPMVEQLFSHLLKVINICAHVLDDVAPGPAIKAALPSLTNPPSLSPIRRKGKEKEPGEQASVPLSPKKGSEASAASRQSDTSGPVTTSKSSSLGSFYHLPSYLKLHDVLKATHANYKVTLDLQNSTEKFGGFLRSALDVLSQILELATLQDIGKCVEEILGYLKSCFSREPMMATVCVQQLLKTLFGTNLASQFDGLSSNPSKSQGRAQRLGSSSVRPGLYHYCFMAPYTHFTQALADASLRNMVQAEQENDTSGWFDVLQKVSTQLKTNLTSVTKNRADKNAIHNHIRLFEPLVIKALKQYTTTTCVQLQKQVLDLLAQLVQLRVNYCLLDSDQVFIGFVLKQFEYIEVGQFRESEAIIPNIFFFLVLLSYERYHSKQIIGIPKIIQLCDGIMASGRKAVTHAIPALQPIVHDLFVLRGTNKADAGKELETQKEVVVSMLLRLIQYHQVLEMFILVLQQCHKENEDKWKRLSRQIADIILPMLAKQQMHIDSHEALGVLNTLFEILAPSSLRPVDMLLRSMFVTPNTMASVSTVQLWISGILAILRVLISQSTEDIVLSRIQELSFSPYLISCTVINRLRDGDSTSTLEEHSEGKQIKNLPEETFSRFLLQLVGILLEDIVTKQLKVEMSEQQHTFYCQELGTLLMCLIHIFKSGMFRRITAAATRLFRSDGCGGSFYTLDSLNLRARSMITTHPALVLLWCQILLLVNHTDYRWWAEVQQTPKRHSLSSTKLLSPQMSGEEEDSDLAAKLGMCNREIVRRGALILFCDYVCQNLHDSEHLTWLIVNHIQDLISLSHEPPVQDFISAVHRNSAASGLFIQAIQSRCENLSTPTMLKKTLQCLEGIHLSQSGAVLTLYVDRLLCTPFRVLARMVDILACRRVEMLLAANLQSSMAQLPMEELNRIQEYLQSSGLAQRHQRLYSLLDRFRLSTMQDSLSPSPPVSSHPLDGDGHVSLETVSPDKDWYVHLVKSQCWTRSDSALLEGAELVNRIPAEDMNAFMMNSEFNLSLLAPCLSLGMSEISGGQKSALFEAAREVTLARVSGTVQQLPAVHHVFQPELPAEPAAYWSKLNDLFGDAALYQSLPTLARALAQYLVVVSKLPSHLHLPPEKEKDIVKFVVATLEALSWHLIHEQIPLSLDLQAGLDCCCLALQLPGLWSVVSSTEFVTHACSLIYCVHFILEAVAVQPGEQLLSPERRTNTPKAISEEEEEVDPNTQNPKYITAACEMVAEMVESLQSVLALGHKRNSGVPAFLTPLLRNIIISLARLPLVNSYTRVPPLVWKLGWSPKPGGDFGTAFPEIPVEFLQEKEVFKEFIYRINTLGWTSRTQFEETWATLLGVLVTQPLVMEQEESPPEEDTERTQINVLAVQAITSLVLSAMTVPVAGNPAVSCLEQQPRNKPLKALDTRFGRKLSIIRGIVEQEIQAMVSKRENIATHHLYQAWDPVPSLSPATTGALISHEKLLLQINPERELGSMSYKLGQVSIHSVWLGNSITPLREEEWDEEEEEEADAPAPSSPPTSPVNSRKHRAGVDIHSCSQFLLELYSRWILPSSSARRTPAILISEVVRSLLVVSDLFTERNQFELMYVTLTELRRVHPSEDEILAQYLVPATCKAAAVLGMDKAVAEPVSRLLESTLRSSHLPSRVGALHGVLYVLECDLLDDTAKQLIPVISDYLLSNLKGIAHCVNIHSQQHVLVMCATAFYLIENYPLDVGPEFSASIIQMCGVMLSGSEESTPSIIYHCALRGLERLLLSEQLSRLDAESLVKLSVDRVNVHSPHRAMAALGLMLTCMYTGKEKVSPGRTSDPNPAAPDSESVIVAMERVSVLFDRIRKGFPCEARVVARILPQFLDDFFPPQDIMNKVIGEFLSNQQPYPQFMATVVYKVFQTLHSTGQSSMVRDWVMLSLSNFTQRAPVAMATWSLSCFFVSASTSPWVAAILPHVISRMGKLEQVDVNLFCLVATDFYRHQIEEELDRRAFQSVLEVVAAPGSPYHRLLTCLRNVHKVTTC
Pf apPOL inh = Pf-apPOL DNA polymerase inhibition. actives 0.25% (n = 210,000). inhibition, % at 10 µM. Recombinant Pf-apPOL, molecular beacon fluorescence, 1.5 h
* marks the source's active call; other numbers are inactive results; x = no result given; & = joins results of further samples. No stated cut-off is given here; in the data, active means inhibition above about 50%; inactive means the rest.

SMILES	mHTT-CaM PPI inh	Pf apPOL inh
COc1ccc(Cl)cc1C(=O)NCC1CCN(Cc2ccco2)CC1	-4	-9
O=C(CN(C1CCCCC1)S(=O)(=O)c1ccc(Cl)cc1)NCC1CCCO1 (stereo not given)	5	-21
COc1cc([N+](=O)[O-])ccc1NC(=O)CCCOc1cccc(C)c1	12	-16
Cc1ccc(C)c(N(CN2C(=O)c3ccccc3C2=O)C(=O)C(F)(F)F)c1	-4	0
O=C(Nc1cnc(-c2ccccc2)nc1)c1ccc(Br)o1	4	-4
O=C(CN(Cc1ccccc1)S(=O)(=O)c1ccc(F)cc1)NC1CCCCC1	-6	3
O=C(Nc1ccccc1C(F)(F)F)N1CC2CC1CC2NS(=O)(=O)c1ccccc1 (stereo not given)	-6	-2
CN(C)c1ccc(/C=C2/C=C(c3ccc(Cl)cc3)OC2=O)cc1	24	-3
COc1cc(-c2nc3ccccc3c(=O)n2CC(=O)Nc2ccc(C)c(F)c2)cc(OC)c1OC	2	-6
COc1cc(C(C)(C)C)c(OC)cc1C(C)(C)C	x	5&0
O=c1c(Cc2ccccc2)c(O)c2cccc3c4ccccc4n1c23	x	-6
CCCc1[nH]n(-c2ccc(F)cc2)c(=O)c1C=Nc1ccc(OCC)cc1	9	-2
O=C(Cc1c[nH]c2ncccc12)NCc1ccc(F)cc1Cl	-3	-1
CC(=O)C1=C(O)C(=O)NC1c1ccc(Cl)cc1 (stereo not given)	-1	5
O=C(COc1ccc([N+](=O)[O-])cc1)Nc1cccc(I)c1	2	-7

Copied from the list.
mHTT-CaM PPI inh, O=C(COc1ccc([N+](=O)[O-])cc1)Nc1cccc(I)c1 is entered as 2
Pf apPOL inh, COc1cc(-c2nc3ccccc3c(=O)n2CC(=O)Nc2ccc(C)c(F)c2)cc(OC)c1OC is entered as -6
Pf apPOL inh, O=c1c(Cc2ccccc2)c(O)c2cccc3c4ccccc4n1c23 is entered as -6

New compounds follow
SMILES	mHTT-CaM PPI inh	Pf apPOL inh
COC(=O)[C@@H]1N2C(=O)[C@@H](NC(=O)COc3ccccc3)[C@H]2SC1(C)C	3	-4
CS(=O)(=O)N1CCc2cc(NC(=O)Nc3ccccc3)ccc21	12	-9
Cc1ccc(S(=O)(=O)N(CC(=O)O)Cc2c(F)cccc2Cl)cc1	-3	4
O=C(c1n[nH]c2ccccc12)N1CCC(c2nc(C3CC3)n[nH]2)CC1	-1	0
CCCOc1ccc(-c2nc(NCCN)c3ccccc3n2)cc1	8	1
CCCN1C(=O)Cc2ccccc2C1C(=O)NCc1ccc(OC(C)C)cc1 (stereo not given)	1	-2
CCOC(=O)c1c(C)oc2ccc(OC(=O)C(C)(C)C)cc12	-13	-3
Nc1c(C(=O)Nc2ccccc2I)sc2nc(-c3cccs3)ccc12	-8	-11
O=C(c1ccc(C(F)(F)F)cc1)N1CCC(=O)N([C@H](COCc2ccc(C(F)(F)F)cc2)Cc2ccccc2)CC1	99*	-1&-3
COc1ccc(-c2coc3cc(OCc4ccc([N+](=O)[O-])cc4)ccc3c2=O)cc1	-3	-5
COc1cc(C2Sc3ccccc3NC3=C2C(=O)OC3)cc(OC)c1OC (stereo not given)	0	1
COc1ccc(CNC(=O)CCc2cn(C)c3ccccc23)c(OC)c1	13	-14
CCOc1ccc(NC(=O)C(=O)Nc2ccccc2)cc1	x	-5
OCCNc1cc(-c2ccccc2)nc(-c2ccc(Br)cc2)n1	43	-10
O[C@@H]1C[C@H](c2ccccc2)N(CC2CCCCC2)C[C@H]1n1cc(C2CC2)nn1	34	-3
O=[N+]([O-])c1cc(CN2CCOCC2)ccc1O	5	2
Cc1ccc(OCC(=O)N2CCC(N3CCCCCC3)CC2)cc1	1	-14
Cc1ccc(C(=O)N2CCc3c(c(-c4nc(-c5ccccc5)no4)nn3C)C2)s1	5	-1
CC(NCC(O)Cn1cc(C=NO)c2ccccc21)C(=O)O (stereo not given)	4	-2
O=C(CC1(O)C(=O)Nc2ccccc21)c1ccccc1[N+](=O)[O-] (stereo not given)	2	8
C=CCNc1cc(N2CCN(C(=O)c3ccc(F)cc3)CC2)ccc1[N+](=O)[O-]	31	-4
O=C1C(=O)N(CN2CCCCC2)c2ccc(Br)cc21	8	-77
COc1cc(NS(=O)(=O)c2ccc(NC(=O)C34CC5CC(CC(C5)C3)C4)cc2)nc(OC)n1	3	3
O=C(NCc1cc(F)ccc1F)c1ccc2ncnc(N3CCCC3)c2c1	-6	2
Cc1nc(SCC(=O)Nc2cccc(C(F)(F)F)c2)c(C#N)c(C)c1C	2	8
CCOc1cc(/C=C2/SC(=O)NC2=O)cc([N+](=O)[O-])c1O	28	-2
CSc1ccccc1C(=O)N(Cc1ccsc1)CC(F)(F)F	-22	-3
O=C(Nc1ccccc1)c1cc(S(=O)(=O)N2CCSCC2)ccc1Cl	6	7
CC1CCC2(CC1)C(C#N)=C1SCCN1C(=O)C2C#N (stereo not given)	3	-18
COCCN1CC23C=CC(O2)C(C(=O)O)C3C1=O (stereo not given)	-3	3

Looked up one by one from the entries so far (6):
SMILES	mHTT-CaM PPI inh	Pf apPOL inh
O=C1C(=O)N(CN2CCCCC2)c2ccc(Br)cc21	8	-77
O=C(Nc1ccccc1)c1cc(S(=O)(=O)N2CCSCC2)ccc1Cl	6	7
Cc1ccc(OCC(=O)N2CCC(N3CCCCCC3)CC2)cc1	1	-14
COc1cc(NS(=O)(=O)c2ccc(NC(=O)C34CC5CC(CC(C5)C3)C4)cc2)nc(OC)n1	3	3
C=CCNc1cc(N2CCN(C(=O)c3ccc(F)cc3)CC2)ccc1[N+](=O)[O-]	31	-4
Cc1nc(SCC(=O)Nc2cccc(C(F)(F)F)c2)c(C#N)c(C)c1C	2	8

Additional structures.
SMILES	mHTT-CaM PPI inh	Pf apPOL inh
Cc1cc(Br)ccc1NC(=O)Cn1ncc2c(=O)oc3ccccc3c21	1	-4
O=C(COc1ccc(Cl)cc1Cl)N1CCN(c2ccc3nncn3n2)CC1	1	-8
CNc1nnc(Sc2ncccc2[N+](=O)[O-])s1	x	-5&-5
OCc1cc(-c2cccs2)no1	-4	x
Cc1cccc(C2=N/C(=C/c3ccccc3[N+](=O)[O-])C(=O)O2)c1	2	4
O=S(=O)(c1cccc(-c2nnc(-c3ccc(Br)cc3)o2)c1)N1CCOCC1	-8	0
Cc1ccc(Cn2nnc3c(=O)n(CC(=O)Nc4cccc([N+](=O)[O-])c4)cnc32)cc1	16	1
CCCNC(=O)N1CCCC1c1nc(-c2ccccc2OC)no1 (stereo not given)	-8	0
Cc1cc(C(=O)Nc2ccc(N3CCOCC3)c(Cl)c2)c(C)o1	x	3&-9
COc1cccc(CNC(=O)C2(C)CCCN(C(=O)Nc3cccc(C)c3C)C2)c1 (stereo not given)	-3	1
CC1(C)CC2CC(C)(CN2C(=O)c2ccc([N+](=O)[O-])cc2)C1 (stereo not given)	6	1
COc1ccccc1C1=NOC(C(=O)Nc2cccc(C(C)=O)c2)C1 (stereo not given)	-5	-5
O=C(NCC(=O)N1N=C(c2cccs2)CC1c1ccc(F)cc1)C1CC1 (stereo not given)	11	0
COc1cc(C(=O)n2nc(C)c(Sc3ccc(C)cc3)c2C)cc(OC)c1OC	-28	8
O=C(Nc1ccc(I)cc1Cl)c1sc2ccccc2c1Cl	-6	-9
COc1ccc(-c2ccccc2[C@H]2[C@@H]3C=CCC[C@@]3(C)C(=O)N2Cc2ccccc2)cc1	67*	-3
O=C(NCCN1CCCCCC1)C1CCCN(c2ccncc2)C1 (stereo not given)	34	8
O=C(NC1CCCC1)C1c2ccccc2C(=O)N1c1ccc(Br)cc1 (stereo not given)	1	-16
CC(c1ccccc1)N1CCN(S(=O)(=O)c2cccc(F)c2)CC1 (stereo not given)	-13	2
COc1ccc(Cl)cc1C1=N/C(=C/c2ccccc2F)C(=O)O1	7	0
CC(=O)c1sc(N)nc1C	-8	x
Cc1cccc(NC(=O)c2cccc(-c3cnc(N4CCCC4)nc3)c2)c1	-2	3
O=C1OC(c2ccc(I)cc2)=N/C1=C\c1cccc(Br)c1	-3	6
CN(C)C(=O)CSc1nnc(C23CC4CC(CC(C4)C2)C3)o1	1	x
O=C(Cn1ccc2c(=O)[nH]ccc21)Nc1cc(F)ccc1F	20	40
COc1ccc2c(=O)c(Oc3ccccc3OC)c(C)oc2c1	-9	-6
Cc1ccc(N2C(=O)CSC2c2ccc(F)c(F)c2)cc1F (stereo not given)	-18	-6
FC(F)(F)c1cccc(N2CCN(c3ncnc4sccc34)CC2)c1	18	-2
CC(=O)NCc1c(Cl)cccc1Sc1ccc(Cl)cc1	x	-42
COC(=O)c1ccc(S(=O)(=O)NNC(=O)COc2ccc(OC(F)(F)F)cc2)n1C	x	-2
COc1ccccc1C1=NOC(C(=O)N2CCCc3ccccc32)C1 (stereo not given)	-14	-3
COc1ccc(C(C)=O)cc1CSCc1cc(C(C)=O)ccc1OC	x	2&3
O=S1(=O)C=CC(Nc2cccc(C(F)(F)F)c2)C1 (stereo not given)	-2	8
CCC(=O)Nc1ccc(Oc2ccc(C)cc2)nc1	11	-2
CC(C)c1ccccc1NC(=O)COc1ccc([N+](=O)[O-])cc1	-2	-4
N#Cc1ccc(Cl)cc1NC(=O)c1ccc(=O)n(Cc2ccccc2Cl)c1	5	3
COc1cc(NC=C2C(=O)OC(C)(C)OC2=O)c(OC)cc1Cl	-10&2	-1&-1
COc1cc(CO)c(CC(=O)NN=CC=Cc2ccccc2)cc1OC	x	0
CC1(C)CC(=O)c2cc(C(=O)NC3CCCCC3)c(=O)n(-c3ccc(Cl)cc3)c2C1	14	2
Cc1nc(C)c(-c2csc(Nc3cccc(C(=O)O)c3)n2)s1	19	5
COCCC1CCN(C(=O)c2cc(F)ccc2Cl)CC1	-1	-3
Cn1c(=O)n(Cc2ccc(Cl)cc2)c(=O)c2c1nc(NCCO)n2Cc1ccccc1	7	-4
O=C1CC(Sc2nc(-c3ccc(Cl)cc3)cc(C(F)(F)F)n2)C2COC1O2 (stereo not given)	33	-10
O=S(=O)(NCCOc1ccc2c(c1)OCO2)c1ccccc1F	2	2
O=C(O)c1cc([N+](=O)[O-])cc([N+](=O)[O-])c1N1CCN(c2cccc(C(F)(F)F)c2)CC1	16	9

Filtered by structure: the entries above containing a tert-butyl group (2)
SMILES	mHTT-CaM PPI inh	Pf apPOL inh
COc1cc(C(C)(C)C)c(OC)cc1C(C)(C)C	x	5&0
CCOC(=O)c1c(C)oc2ccc(OC(=O)C(C)(C)C)cc12	-13	-3

Remaining list, next part.
SMILES	mHTT-CaM PPI inh	Pf apPOL inh
O=C(CN1CCN(c2ccc(Cl)cc2[N+](=O)[O-])CC1)N1CCOCC1	4	-7
COc1ccc(CNC(=O)c2cnn3c2NC(c2ccc(C)cc2)CC3C(F)(F)F)cc1 (stereo not given)	17	3
O=C(O)CN1C(=O)S/C(=C\c2ccco2)C1=O	5	-3
O=C(NC(Cc1ccccc1)C(=O)O)c1ccc(C(=O)NC(Cc2ccccc2)C(=O)O)cc1 (stereo not given)	x	-18&-22
O=c1c2c(ncn2Cc2ccccc2)n(-c2ccccc2Cl)c(=O)n1C1CC1	5	-8
CC(C)(C)n1nc2c(c1NC(=O)COc1ccc(Cl)cc1Cl)CS(=O)(=O)C2	10	-2
O=c1c(-c2ccccc2)coc2c3c(ccc12)OCN(C1CCS(=O)(=O)C1)C3 (stereo not given)	-1	-5
O=c1cc(O)c2sc3nc(-c4ccncc4)ccc3c2[nH]1	10	x
COc1cc(/C=C2/N=C(c3ccc([N+](=O)[O-])cc3Cl)OC2=O)cc(OC)c1OC	-4	-1
CCC(C)NCC(O)COC1CC2CCC1(C)C2(C)C (stereo not given)	-6	-3
Cc1nn(-c2ccccc2)c2c1C(c1c(C)[nH]c(C#N)c1C)C(C#N)=C(N)O2 (stereo not given)	4	-13
CN(CC(=O)O)c1nc2c(F)cccc2s1	-4	2
Cc1nn(-c2nc3ccccc3s2)c2c1C(=O)CC(C)C2 (stereo not given)	-3	-9
O=C(NCC1CN(c2ccccc2)C(=O)O1)Nc1ccccc1Cl (stereo not given)	-10	-2
CC(C)C(=O)Nc1ccc(NC(=O)c2cc3ccccc3o2)cc1	-1	-4
COc1cc(C2C(C#N)=C(N)Oc3n[nH]c(-c4ccc5c(c4)OCO5)c32)ccc1O (stereo not given)	12	2
S=c1c2ccccc2oc2ccccc12	25	-7&-4&-11
COc1ccc(/C=C/C2=NOC(O)(C(F)(F)F)C2)cc1 (stereo not given)	0	-2
COc1cc(Br)c(CN2CCN(C=O)CC2)cc1OC	4	0
O=C(c1ccc2c(c1)OCO2)N1CCCC2(C1)Nc1ccccc1NC2=NC1CCCC1 (stereo not given)	19	-10
Cc1cc(C)nc(SCC(=O)Nc2nc3c(s2)C(=O)CC(C)(C)C3)n1	-1	11
CC12CCOC1(C)N(Cc1ccccc1)c1ccccc12 (stereo not given)	22	2
CN1CC=C2C(C#N)=C(N)C(C#N)(C#N)C(c3ccc(F)cc3)C2C1 (stereo not given)	6	-1
O=S(=O)(Nc1c(F)c(F)c(F)c(F)c1F)c1ccc(Cl)cc1	3	-9
O=C(Cn1c(=O)n(C2CCCC2)c2ncccc21)NC1CC1	-5	-2
O=C(Cc1nc(O)cs1)c1ccccc1	-2	-7&-6
O=C(Nc1ccc2c(c1)OCCO2)N1CCC2(CC1)Nc1cc(F)ccc1-n1cccc12	69*	-2
CC1CCc2nn(CC(=O)Nc3ccc(F)cc3)c(=O)cc2C1 (stereo not given)	1	-7
Cc1cccc(-n2ccnc2SCC(=O)Nc2cccc(C(F)(F)F)c2)c1	49	-5
C/C=C(\C)CN1CCN(Cc2ccccc2)CC1	2	-2
O=C(CN1C(=O)CCCc2ccccc21)NC1CC1	-6	-3

Bioassay records from PubChem.
